ERb SRC1 inh: inhibitors of ERβ-SRC1 coactivator interaction, primary screen, biochemical, TR-FRET, ERβ LBD, SRC-1 peptide; Estrogen receptor beta (Homo sapiens), Q92731; TR-FRET ER-beta LBD / SRC1-Cy5 peptide binding; receptor agonist-loaded with 1 µM estradiol; inhibition, % at 25.6 µM; hit rate 1.3% among 86,000;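 active = compounds whose percent inhibition of the receptor-coactivator binding signal exceeds about 50% in the single-dose screen, limit read from the data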;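 also: 0% = receptor plus peptide wells without compound and 100% = peptide-only wells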
Target sequence (Q92731 whole entry, looked up, the tested form may be a part): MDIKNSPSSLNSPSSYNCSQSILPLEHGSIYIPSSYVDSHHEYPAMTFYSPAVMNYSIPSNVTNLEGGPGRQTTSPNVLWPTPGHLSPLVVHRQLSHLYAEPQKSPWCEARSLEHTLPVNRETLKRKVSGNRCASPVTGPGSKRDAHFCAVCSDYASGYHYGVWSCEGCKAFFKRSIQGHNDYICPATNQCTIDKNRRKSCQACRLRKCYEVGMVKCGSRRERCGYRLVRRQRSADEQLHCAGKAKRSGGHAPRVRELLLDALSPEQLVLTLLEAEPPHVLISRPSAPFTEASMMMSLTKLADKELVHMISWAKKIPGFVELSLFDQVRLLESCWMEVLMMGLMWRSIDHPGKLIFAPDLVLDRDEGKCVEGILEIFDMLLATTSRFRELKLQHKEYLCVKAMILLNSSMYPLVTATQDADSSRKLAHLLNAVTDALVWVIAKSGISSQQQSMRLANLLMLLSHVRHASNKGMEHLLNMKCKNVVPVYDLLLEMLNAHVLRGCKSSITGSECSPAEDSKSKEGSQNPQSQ
Calb biofilm kill: clotrimazole potentiators killing Candida biofilms, primary screen, with clotrimazole, Alamar Blue; C. albicans biofilm + clotrimazole; inhibition, % at 6 µM; hit rate 0.14% among 85,000; AID 834, 2007;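 active = inhibition above 20%; inactive = inhibition below 20%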;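 also: preformed 24 hr biofilms exposed to compound for 48 hr; 0% = biofilm without compound and 100% = blank killed by clotrimazole plus chlorhexidine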
sEH act: soluble epoxide hydrolase activators, primary screen, biochemical, human sEH. Bifunctional epoxide hydrolase 2 (Homo sapiens), P34913. purified human sEH enzymatic activity, activator screen. activation, % at 2 µM. hit rate 0.04% among 91,000. AID 717, 2007; in the data active = activation above about 37%; also: values of inactives mirror those of a sister screen read the other way
sEH inh: soluble epoxide hydrolase inhibitors, primary screen, biochemical, human sEH; Bifunctional epoxide hydrolase 2 (Homo sapiens), P34913; recombinant human sEH enzymatic activity assay; inhibition, % at 2 µM; hit rate 0.34% among 91,000; AID 707, 2007; in the data active = inhibition above about 80%; also: values of inactives mirror those of a sister screen read the other way; many of its hits are not listed in these tables
Smad3 FoxH1 inh: Smad3/FoxH1 peptide binding inhibitors, primary screen, biochemical, TR-FRET. TR-FRET Smad3/Dy647-FoxH1 peptide binding, europium anti-His. Mothers against decapentaplegic homolog 3 (Homo sapiens), P84022. hit rate 0.29% among 88,000. inhibition, % at 25 µM. AID 630, 2007;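 active = compounds that reduce the energy-transfer binding signal between the protein and its labelled peptide by more than half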;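 also: 0% = Smad3 plus labelled peptide maximal FRET and 100% = peptide-only background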
Target sequence (P84022 whole entry, looked up): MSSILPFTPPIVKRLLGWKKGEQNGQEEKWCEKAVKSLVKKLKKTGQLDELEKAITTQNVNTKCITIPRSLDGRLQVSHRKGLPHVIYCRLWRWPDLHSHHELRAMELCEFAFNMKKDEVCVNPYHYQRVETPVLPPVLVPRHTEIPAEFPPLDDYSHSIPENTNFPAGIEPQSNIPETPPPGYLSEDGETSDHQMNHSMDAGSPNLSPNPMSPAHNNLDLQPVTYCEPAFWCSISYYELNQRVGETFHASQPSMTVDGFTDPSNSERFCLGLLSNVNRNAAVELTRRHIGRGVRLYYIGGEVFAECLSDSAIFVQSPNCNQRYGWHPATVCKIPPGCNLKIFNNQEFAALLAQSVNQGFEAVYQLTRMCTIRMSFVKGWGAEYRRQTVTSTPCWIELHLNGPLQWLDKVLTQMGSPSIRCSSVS
* marks the source's active call; other numbers are inactive results; . = no result given; & = joins results of further samples; [ ] = dose if it differs, or a comment.

The line under a structure holds: ERb SRC1 inh	Calb biofilm kill	sEH act	sEH inh	Smad3 FoxH1 inh
- CCn1c(COc2cccc(OC)c2)nnc1SCC(=O)Nc1cc(OC)ccc1OC
    -9[fluorescence artefact?]	.	.	.	10[fluorescence artefact?]
- CC(C)(C)C1CCc2onc(C(=O)Nc3ccc(F)cc3F)c2C1 (centres undefined)
    -1	.	.	.	1
- COc1ccccc1NC(=O)Nc1ccc(Br)cn1
    2	.	.	.	5
- COc1ccccc1OCCC(=O)OCC(=O)NC(=O)NC(C)(C)C
    -1	.	.	.	-8
- COc1ccccc1NC(=O)Nn1cnnc1
    -5	.	.	.	0
- CC(C)OC(=O)CC1=NC(=O)CS1
    -3	.	.	.	3
- O=C(NCCCN1CCCC1=O)c1cccs1
    -3	.	.	.	0
- O=C(OCCCCN1C(=O)c2ccccc2C1=O)c1ccc(S(=O)(=O)N2CCCC2)cc1
    -3	.	.	.	12[fluorescence artefact?]
- O=C(NC1CCCC1)c1ccc(Br)s1
    -2	.	.	.	0
- O=C(NC1CCCc2ccccc21)C1CCCO1 (centres undefined)
    -4	.	.	.	11
- CCC(=O)Nc1sccc1C(=O)OC
    -4	.	.	.	3
- O=C(c1cccnc1NCc1ccc(F)cc1)N1CCOCC1
    -10	.	.	.	-2
- CN(C)C(=O)c1nc(C#N)c(N(C)C)o1
    -6	.	.	.	1
- O=C1N(CN2CCN(c3cccc(Cl)c3)CC2)c2ccccc2C12OCCCO2
    -5	.	.	.	9[fluorescence artefact?]
- CCCCCCn1c(=O)c(-c2nc3ccccc3c(=O)[nH]2)c(O)c2ccccc21
    5	.	.	.	-5
- Cc1cc(C(=O)OCC(=O)NCc2ccco2)c(C)n1-c1ccc(F)cc1
    1	.	.	.	9
- CCOC(=O)c1c(-c2ccc(C)cc2C)csc1NC(=O)CSc1nnnn1C
    -6	.	.	.	4
- Cc1ccc(C(=O)CSc2nc3cc(S(=O)(=O)N4CCOCC4)ccc3o2)cc1
    0[fluorescence artefact?]	.	.	.	17
- Cc1nc(NC(=O)c2csc3ccccc23)sc1C
    3	.	.	.	-1
- N#C/C(=C(/O)CN1CCOCC1)c1nc(-c2ccccc2)cs1
    -3	.	.	.	-3

Molecules above that contain two or more sulfur atoms, in the order listed:
The line under a structure holds: ERb SRC1 inh	Calb biofilm kill	sEH act	sEH inh	Smad3 FoxH1 inh
- CCOC(=O)c1c(-c2ccc(C)cc2C)csc1NC(=O)CSc1nnnn1C
    -6	.	.	.	4
- Cc1ccc(C(=O)CSc2nc3cc(S(=O)(=O)N4CCOCC4)ccc3o2)cc1
    0[fluorescence artefact?]	.	.	.	17
- Cc1nc(NC(=O)c2csc3ccccc23)sc1C
    3	.	.	.	-1

(listing goes on)
The line under a structure holds: ERb SRC1 inh	Calb biofilm kill	sEH act	sEH inh	Smad3 FoxH1 inh
- COc1cccc(C(=O)CN2C(=O)C(C)(C)Oc3ccc(C(=O)N4CCCCCC4)cc32)c1
    -10	.	.	.	-4
- CSc1nc(Oc2ccc(=O)[nH]n2)nc(N(C)C)n1
    .	.	0	0	.
- C[C@]12CC[C@@H]3c4ccc(O)cc4CC[C@H]3[C@@H]1CCC2=O
    .	9	.	.	1
- Cc1cnc(C(=O)NCCc2ccc(S(=O)(=O)NC(=O)NC3CCCCC3)cc2)cn1
    -3	12	.	.	5
- CCOC(=O)c1cc2c(=O)n3ccccc3nc2n(Cc2ccccc2Cl)c1=N
    3	7	.	.	-3
- CC(NC(=O)NC1CCCCC1)C(c1cccs1)N1CCOCC1 (centres undefined)
    -2	11	.	.	-11
- O=C1C2C3C=CC(C3)C2C(=O)N1CNc1ccc(O)cc1 (centres undefined)
    87*[fluorescence artefact?]	-4	.	.	9
- CCOc1ccc(-n2nnc3c(=O)n(CC(=O)c4ccccc4)cnc32)cc1
    11	7	.	.	14
- Cc1cc(OCCCCCNCCO)cc(C)c1Cl
    -7	10	.	.	-14
- Cc1ccccc1Nc1nc(N)nc(CN2C(=O)NC3(CCCCC3C)C2=O)n1 (centres undefined)
    4[fluorescence artefact?]	4	.	.	2
- CC(C)N(c1ccccc1)c1ccc(NC(=O)C2CCCO2)cc1 (centres undefined)
    0	3	.	.	15
- CCOC(=O)c1ccc2c(c1)nc(COc1ccccc1C#N)n2CC
    9[fluorescence artefact?]	7	.	.	-5
- CC1CC(NC(=O)c2cnc3n(c2=O)CCS3)CC(C)(C)C1 (centres undefined)
    -4	3	.	.	-2
- CCOC(=O)c1c(C)oc2c1c(/C=N/c1ccccn1)c(O)c1ccccc12
    30[fluorescence artefact?]	6	.	.	4
- COc1ccc(OC)c(CNC(=O)CCc2nc(-c3cccs3)no2)c1
    3	16	.	.	2
- CCOc1ccc(Nc2ncnc3c2cnn3-c2ccccc2)cc1
    -4	19	.	.	9
- CN1CCN(Cc2nc3c(c(=O)[nH]c(=O)n3C)n2Cc2c(F)cccc2Cl)CC1
    26[fluorescence artefact?]	1	.	.	-5
- O=C(O)c1cc(-c2cccnc2)nn1-c1ccccn1
    -1	6	.	.	15
- CCN1CCN(Cc2ccc3c(c2)Cc2ccccc2-3)CC1
    -2	-3	.	.	-4
- CCN1CCN(C(c2cccs2)C(C)NS(=O)(=O)c2ccc(F)cc2)CC1 (centres undefined)
    -5	-1	.	.	-1
- Cc1ccc(C(=O)N2CCN(C)CC2)cc1S(=O)(=O)N1CCCCC1
    -8	3	.	.	3
- CC(C)CC1NC2(C(=O)N(C)c3ccccc32)C2C(=O)N(C(C)C)C(=O)C12 (centres undefined)
    -4	10	.	.	1
- Cc1nnc2n1NC(c1ccc(Cl)cc1)C(C(=O)N1CCC(C)CC1)S2 (centres undefined)
    0	6	.	.	2
- Cc1ccc2[nH]c(=O)c(CN(Cc3ccco3)C(=O)c3ccncc3)cc2c1
    4	2	.	.	10
- CCCn1nc(NC(=O)c2ccco2)c2cc3ccc(C)cc3nc21
    4	3	.	.	8
- COc1ccc(OC)c(NS(=O)(=O)c2cccs2)c1
    -2	3	.	.	-19
- O=C(CCS(=O)(=O)c1cccc2nonc12)NCCc1ccccc1Cl
    -36	5	.	.	1
- c1cc(-c2nc3cc(Oc4ccc5oc(-c6ccncc6)nc5c4)ccc3o2)ccn1
    34	-5	.	.	2
- Cc1ccc(CCNC(=O)C2CCN(c3nn4c(=O)cc(C)nc4s3)CC2)cc1
    -3	10	.	.	24[fluorescence artefact?]
- Cc1cc2nc(SCCN3CCCC3)[nH]c2cc1C
    -6	6	.	.	4
- O=S(=O)(NCC1CC1)c1cccc(S(=O)(=O)N2CCCC2)c1
    -5	2	.	.	-4
- O=C(CCCC(=O)NCC1CCCO1)NCC1CCCO1 (centres undefined)
    -2	3	.	.	6
- CCc1nc2ccccc2c(=O)n1NC(=O)c1c(O)c2ccccc2[nH]c1=O
    0[fluorescence artefact?]	1	.	.	11
- COc1ccc2c(c1OC)C(=O)N1c3ccccc3C(=O)N(c3ccccc3F)C21 (centres undefined)
    1	-5	.	.	-4
- Cc1ccc(CNC(=O)c2cc3c(=O)n4ccccc4nc3n(Cc3ccco3)c2=N)cc1
    55*[fluorescence artefact?]	0	.	.	4
- O=C(CCCc1nc(-c2ccccc2)no1)Nc1cccnc1
    -10	4	.	.	-6
- COc1cccc(N2CCN(C3CC(=O)N(c4ccc(C)c(Cl)c4)C3=O)CC2)c1 (centres undefined)
    -19	2	.	.	4
- C=CCNc1ncnc2ccc(Br)cc12
    3	2	.	.	12[fluorescence artefact?]
- Cn1c(=O)c2c(SCc3ccccc3)nc(-c3ccco3)nc2n(C)c1=O
    45[fluorescence artefact?]	9	.	.	-17
- O=C(Cn1cnc2ccccc2c1=O)NCC(=O)N1CCN(c2ccccn2)CC1
    31[fluorescence artefact?]	0	.	.	-21

Structures listed above shown as hits in ERb SRC1 inh:
smiles	ERb SRC1 inh	sEH act	sEH inh	Smad3 FoxH1 inh
O=C1C2C3C=CC(C3)C2C(=O)N1CNc1ccc(O)cc1 (centres undefined)	87*[fluorescence artefact?]	.	.	9
Cc1ccc(CNC(=O)c2cc3c(=O)n4ccccc4nc3n(Cc3ccco3)c2=N)cc1	55*[fluorescence artefact?]	.	.	4

(further entries)
The line under a structure holds: ERb SRC1 inh	Calb biofilm kill	sEH act	sEH inh	Smad3 FoxH1 inh
- Cc1cccc(/N=C/c2c(O)cc(C)oc2=O)n1
    46[fluorescence artefact?]	-1	.	.	-8
- CCOc1ccc(CCNC(=O)Cn2c(-c3nonc3N)nc3ccccc32)cc1OCC
    7[fluorescence artefact?]	-3	.	.	-3
- COC(=O)c1[nH]c(C)c(/C(O)=C2\C(=O)C(=O)N(CCN(C)C)C2c2ccccc2OC)c1C (centres undefined)
    -7[fluorescence artefact?]	2	.	.	6
- c1ccc2[nH]c(-c3cscn3)nc2c1
    0	6	.	.	1
- CCc1cc(=O)oc2cc(OCC(=O)N3CCc4ccccc43)ccc12
    4[fluorescence artefact?]	-1	.	.	-8[fluorescence artefact?]
- Cc1cccc(-n2nnnc2SCC(=O)c2cc(C)n(CC3CCCO3)c2C)c1 (centres undefined)
    16	10	.	.	6
- Cn1c(N)c(S(=O)(=O)c2ccc(Br)cc2)c2nc3ccccc3nc21
    17	-1	.	.	-14
- O=C(Nc1ccc(NC(=O)C2CC2)nc1)c1cccnc1
    7	5	.	.	2
- CCc1nc2ccccc2c(C(=O)OCC(=O)Nc2ccc(S(=O)(=O)N3CCOCC3)cc2)c1C
    3	3	.	.	6
- CCNC(=O)C1CN(S(=O)(=O)c2ccccc2)CCN1S(=O)(=O)c1ccccc1 (centres undefined)
    0	6	.	.	0
- CCn1cc(C2=NC(c3ccccc3)CO2)c2ccccc21 (centres undefined)
    -3	5	.	.	0
- c1coc(-c2nnc3sc(C4CCCCC4)nn23)c1
    -8	5	.	.	3
- Cc1ccc2nc(Nc3nc(=O)c4ccccc4n3C)nc(C)c2c1
    43	1	.	.	-15
- Fc1cccc(C2CC(c3cccc(Br)c3)Nc3nnnn32)c1 (centres undefined)
    0	3	.	.	3
- COCCCn1c(=NC(=O)c2ccc3c(c2)OCO3)c(C#N)cc2c(=O)n3cccc(C)c3nc21
    22	10	.	.	5
- COc1ccc(-c2nc(N3CCOCC3)nc3n[nH]c(N)c23)cc1
    -16	5	.	.	7
- COc1cc(OC)cc(-n2c3nc4ccccc4nc3c3c(=O)n(CC4CCCO4)cnc32)c1 (centres undefined)
    48[fluorescence artefact?]	0	.	.	25[fluorescence artefact?]
- Cc1ccc2nc3c(cc(C#N)c(=O)n3CCN3CCOCC3)c(=O)n2c1
    -3	8	.	.	-2
- Cc1cccc(-n2c(O)c(C=Nc3ccc4c(c3)OCO4)c3ccccc3c2=O)n1
    26	9	.	.	8
- CCC(C)Sc1nc2c(c(=O)[nH]c(=O)n2C)n1Cc1ccc(Cl)cc1 (centres undefined)
    -8	4	.	.	7
- O=C(CCS(=O)(=O)c1cccc2nonc12)N1CCCc2ccccc21
    -22	1	.	.	4
- NS(=O)(=O)c1ccc(C(=O)O)cc1
    1[fluorescence artefact?]	14	.	.	6&-4
- O=c1cc(N2CCOCC2)[nH]c(=O)n1Cc1ccc(F)cc1
    -7	-5	.	.	4
- CCOC(=O)C1CCCN(c2nc3ccccc3nc2C(C#N)C(=O)OC(C)COC)C1 (centres undefined)
    -5	1	.	.	11
- COc1ccc(CC(NC(C)=O)C(=O)NC2CCN(c3nnnn3-c3ccccc3)CC2)cc1 (centres undefined)
    -5	11	.	.	11
- CCOC(=O)c1c(NC(=O)CSc2nc3c(c(=O)n(C)c(=O)n3C)n2CC)sc(C)c1C
    7[fluorescence artefact?]	10	.	.	11[fluorescence artefact?]
- O=C(CSc1ncnc2nc[nH]c12)c1ccc(Cl)cc1
    -6	4	.	.	9
- CCN(CC)S(=O)(=O)c1ccc2c(c1)c(=O)c(C(=O)N1CCc3ccccc3C1)cn2C
    -1	7	.	.	4
- CCC(=O)N1CCc2cc(Br)cc(S(=O)(=O)NCC3CCCO3)c21 (centres undefined)
    5[fluorescence artefact?]	7	.	.	4
- Cc1ccc(OCCC(=O)OCC(=O)Nc2ccc(Cl)cn2)cc1
    37	0	.	.	-7
- Cc1cc(C)nc(Sc2c(C)nn(-c3ccccc3)c2C)n1
    0	6	.	.	-9
- CCn1cc(C(=O)N2CCN(c3ccccn3)CC2)c2cc(OC)c(OC)cc2c1=O
    -11	10	.	.	10

Sorted by SMILES length (descending): part of the list above.
The line under a structure holds: ERb SRC1 inh	Calb biofilm kill	sEH act	sEH inh	Smad3 FoxH1 inh
- CCn1cc(C(=O)N2CCN(c3ccccn3)CC2)c2cc(OC)c(OC)cc2c1=O
    -11	10	.	.	10
- O=C(CCS(=O)(=O)c1cccc2nonc12)N1CCCc2ccccc21
    -22	1	.	.	4
- Cc1ccc(OCCC(=O)OCC(=O)Nc2ccc(Cl)cn2)cc1
    37	0	.	.	-7

Not all compounds are listed; count on the stated rates, not on these rows.
